HCMV antiviral: blocks human cytomegalovirus replication. 410,000 tested, 4.5% active. HFF cells, HCMV-luciferase reporter, 72 h; hits give low values. AID 1259415. activity change, negative = inhibition, % at 57.5 µM; in the data active means activity change below about -60%; inconclusive means no clear call, values can overlap the other calls; inactive means above about -39%
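Compounds were evaluated in HFFs infected with an HCMV luciferase reporter virus (MOI 1 PFU/cell). Luciferase in lysates collected 72 h post infection served as the replication measure.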
FBPA Giardia inh: inhibitors of Giardia lamblia fructose-1,6-bisphosphate aldolase | A8B2U2 | purified Giardia FBPA | Potency, µM (highest dose often 59.6 µM), without a hit: at the top dose activity, negative = inhibition, actives largely listed as inhibitors | 290,000 tested, 0.71% active; further: potency means the concentration at half of the fitted maximal effect; nearly all actives have a fitted effect of over 55% in size
Target sequence (A8B2U2 whole entry, looked up): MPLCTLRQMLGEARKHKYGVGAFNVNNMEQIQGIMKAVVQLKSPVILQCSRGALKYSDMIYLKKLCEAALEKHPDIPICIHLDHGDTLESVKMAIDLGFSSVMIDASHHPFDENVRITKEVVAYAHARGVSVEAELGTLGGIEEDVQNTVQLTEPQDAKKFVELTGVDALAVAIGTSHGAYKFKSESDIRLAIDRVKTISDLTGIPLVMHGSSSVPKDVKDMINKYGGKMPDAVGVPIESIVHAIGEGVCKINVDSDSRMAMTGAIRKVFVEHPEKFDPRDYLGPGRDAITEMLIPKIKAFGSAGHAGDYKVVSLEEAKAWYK
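Giardia FBPA (40 nM reagent) was preincubated 10 min at RT with compound (up to 57.5 uM final), then substrate plus GAPDH/TPI/NAD/arsenate coupling system with diaphorase/resazurin was added; resorufin fluorescence (525/598 nm) was read after 20 min.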
HCV inhibitor: inhibitors of hepatitis C virus infection | Potency, µM (series often up to 41.8 µM), for inactives: at the highest dose activity change, negative = inhibition, hits mostly inhibitors | 340,000 tested, 3.4% active | Huh7.5.1 HCVcc-Cre infection, luciferase reporter, 44 h; further: potency means the concentration at half of the fitted maximal effect
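Infectious HCVcc-Cre (~0.5 moi) was added to cells just after compound, with cells seeded 4 h earlier at 1,000 per well. Luciferase activity after 44 h culture reported infection; substrate was incubated 15 min at room temperature before reading.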
Sm TGR block: blocks Schistosoma mansoni thioredoxin glutathione reductase. purified TGR, DTNB reduction, TNB absorbance 405 nm. Potency, µM (series often up to 114 µM), without a hit: at the highest dose activity change, negative = inhibition, actives largely listed as inhibitors. 360,000 tested, 3% active. AID 485364; further: potency means the concentration at half of the fitted maximal effect; nearly all actives have a fitted effect of over 60% in size
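First, TGR (20 nM dispensed) and NADPH were mixed with compound. Second, a 15 min room-temperature incubation followed. Third, further NADPH and then DTNB were added to start the reaction. Finally, TNB absorbance was monitored kinetically.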
AMA1 RON2 block: AMA1-RON2 (P. falciparum) interaction inhibition; AlphaScreen AMA1-biotinylated RON2 peptide binding; Potency, µM (titrated, usually from 58.2 µM), for the others: at the top dose activity change, negative = inhibition, hits mostly inhibitors; 360,000 tested, 0.2% active;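 further: potency means the concentration at half of the fitted maximal effect; 0% = vehicle wells and -100% = peptide control; nearly all actives have a fitted effect of over 45% in size; some results filed as inactive show a strong effect at the top dose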
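AMA1 (3D7) with his tag at 25 nM final met compounds first, then biotinylated RON2 peptide at 25 nM; detection used donor plus acceptor beads, 10 µg/mL apiece, read by AlphaScreen after 30 min at room temperature.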
AmpC detergent: inhibitors of E. coli AmpC beta-lactamase with detergent | P00811 | AmpC hydrolysis of nitrocefin, absorbance 480 nm, 0.01% Triton | Potency, µM (doses to about 114 µM), inactives show at the top dose activity change, negative = inhibition, usual class: inhibitors | 370,000 tested, 0.041% active;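 further: potency means the concentration at half of the fitted maximal effect; 0% = no-compound wells and -100% = no-enzyme wells; nearly all actives have a fitted effect of over 25% in size; some results filed as inactive show a strong effect at the top dose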
Target sequence (P00811 whole entry, looked up): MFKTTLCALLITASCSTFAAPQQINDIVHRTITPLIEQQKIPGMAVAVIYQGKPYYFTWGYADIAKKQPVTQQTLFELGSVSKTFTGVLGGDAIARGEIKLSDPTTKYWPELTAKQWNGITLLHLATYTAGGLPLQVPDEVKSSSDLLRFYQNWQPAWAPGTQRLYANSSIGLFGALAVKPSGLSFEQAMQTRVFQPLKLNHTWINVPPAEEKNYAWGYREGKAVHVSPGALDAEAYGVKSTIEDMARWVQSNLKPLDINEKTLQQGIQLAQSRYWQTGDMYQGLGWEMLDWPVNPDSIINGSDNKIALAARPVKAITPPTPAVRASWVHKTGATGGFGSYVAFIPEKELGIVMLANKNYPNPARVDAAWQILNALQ
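AmpC (5.3 nM in the dispensed reagent) in 20 mM phosphate pH 7.0 with 0.01% (detergent screen) or 0.0001% Triton X-100 was preincubated with compounds for 15 min at room temperature. Nitrocefin was then added from an 800 uM solution, and hydrolysis was followed at 480 nm.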
* marks the source's active call; other numbers are inactive results; ? = inconclusive; nt = no result given; [ ] = dose if it differs, or a comment. Unless noted, the call rests on the fitted dose curve; in most records, active means well fitted curve in the direction sought with a large enough effect; inconclusive means small, poorly fitted or top-dose-only effect, or another doubt; inactive means no such curve, though single readings can be large; an effect the other way counts as inactive or inconclusive. Unless noted, on the % scale 0 is the no-effect control and ±100 the full control effect.

Molecule,AmpC detergent,HCMV antiviral,AMA1 RON2 block,HCV inhibitor,Sm TGR block,FBPA Giardia inh
COCc1ccc(C(=O)N(C)CC2CCCN(CCc3ccc(OC)cc3)C2)o1 (configuration not stated),?,74,-3%,-14%,-11%,11%
Cc1cc2ccccc2c(=O)n1CC(=O)NCC1COc2ccccc2O1 (configuration not stated),?,2,3%,4%,16%,0%
CCCn1nc(C(=O)NC2CCCC2)c2ccccc2c1=O,nt,2,8%,12%,nt,nt
CC(=O)c1ccc(NC(=O)C(C)OC(=O)c2ccc(Br)o2)cc1 (configuration not stated),2%,-13,7%[11.6 µM],-7%,3%,nt
Cc1cc(C(F)F)n2nc(C(=O)Nc3c(F)cc(F)cc3Br)nc2n1,2%,-4,-4%,10%,-4%,4%
Cc1[nH]n(-c2ccccc2)c(=O)c1CCOC(=O)c1ccc(C(F)(F)F)cc1,-12%,-16,2%,-10%,-16%,0%
O=C(NCC(c1ccco1)N1CCOCC1)c1ccc([N+](=O)[O-])cc1 (configuration not stated),2%,0,-8%,20%,4µM*,-2%
Cc1ccc(CCNC(=O)c2ccc(CNS(=O)(=O)c3ccc(F)cc3)cc2)cc1,6%,-2,nt,nt,14%,nt
CCC1=NC(c2ccc(OC)c(OC)c2)N(O)C1(C)C (configuration not stated),-13%,-2,2%,-14%,2%,-1%
CCOC(=O)c1c(NC(N)=O)nc2n1CCC2,-14%,16,108%[activator],25%,3%,-1%
Cc1ccc(NC(=O)/C(C#N)=C/c2cc(C)n(-c3ccc(Br)cc3)c2C)cc1C,10%,-108*,nt,nt,5%,nt
O=C(NNS(=O)(=O)c1ccc(Br)cc1)c1csnn1,-9%,1,18%,8%,-7%,-1%
CCC(Sc1ncnc2sc(C)c(C)c12)C(=O)OC (configuration not stated),0%,-2,21%,-17%,0%,0%
COc1ccc(OC)c(NC(=O)c2cc(-c3ccc(C)cc3O)n[nH]2)c1,3%,5,2%,-12%,-9%,8%
CC(C)c1ccc(/C=N/NC(=O)c2nnn(-c3nonc3N)c2CN2CCOCC2)cc1,-16%,-14,22%,-19%,1%,-13%
O=C(C1CCN(S(=O)(=O)c2ccccc2)CC1)N1CCN(c2ccccc2)CC1,-2%,-4,10%,21%,6%,5%
CC(CC1C(C#N)=C(N)OC2=C1C(=O)CCC2)c1ccccc1 (configuration not stated),2%,-9,7%,?,1.3µM*,-17%
COc1ccc(/C=C/C(=O)NCC(=O)N/N=C(/C)c2ccc(Cl)cc2)cc1,-6%,-35,10%,-6%,-15%,-10%
Cc1ccc(C(=O)N/C(=C\c2ccc(Cl)cc2)C(=O)NC2CCCCC2)cc1,-5%,-98*,nt,nt,1%,nt
NS(=O)(=O)c1ccc(CCNC(=O)CN2CCCCC2)cc1,-7%,-15,-3%,24%,-2%,0%
Cc1oc(-c2cccc(Br)c2)nc1Cn1c(=O)cc(-c2ccccc2)c2c(C)nn(C)c21,7%,?,nt,nt,2%,nt
CCCC(=O)Nc1cccc(NC(=O)c2ccc3c(c2)OCO3)c1,-5%,18,7%,?,-23%,-6%
O=C1CN(c2ccc(F)cc2)C(=S)N1c1ccccc1,?,46,9%,5%,19%,3%
CN(Cc1c(F)cccc1Cl)C(=O)CCc1c[nH]c2ccccc12,-9%,-27,-1%,-51%,-3%,2%
COc1cc(CNCc2ccccc2Cl)ccc1OCC(=O)NC1CCCCC1,2%,60,4%,?,-3%,nt
O=C(Nc1ccc2oc(-c3ccncc3)nc2c1)c1ccc(F)cc1,2%,?,53%[activator],22µM*,-10%,2%
Cc1ccc(S(=O)(=O)NCCN2CCN(S(=O)(=O)c3ccccc3Cl)CC2)cc1,-1%,-12,-3%,-17%,-7%,nt
CC(=O)c1c(C)nc2ccc(Br)cc2c1C(=O)O,1%,-22,-8%,6%,1%,-4%
O=C(CN1CCN(c2ccccc2)CC1)Nc1nnc(-c2ccccc2)s1,-22%,-3,113%[activator],27%,4%,-4%
S=C(/N=c1/sccn1Cc1ccccc1)NC1CC1,-1%,?,-3%,?,-14%,-1%
O=C(Nc1cccc(F)c1)c1ccc(Br)o1,-24%,-97*,-18%,-10%[8.37 µM],-15%,-28%[89.2 µM]
NC(=O)c1cccc([N+](=O)[O-])c1,6%,-2,-5%,14%,9%,nt
COc1cccc(NC(=O)Nc2nc(SC)ns2)c1,-3%,?,0%,-9%,-19%,-28%
Cc1ccc(CNCc2cccn2-c2nnc(N3CCCC3)s2)cc1,1%,-12,nt,nt,5%,nt
COc1ccc(N2C(=O)C3CCCN3C2c2ccccc2F)cc1 (configuration not stated),-8%,-3,-5%,7%,0%,4%
Cc1cc(C)n(-c2nc(NCCCN(C)C)c3c4c(sc3n2)COC(C)(C)C4)n1,2%,-21,30%,-2%,5%,-3%
Nc1nc(-c2ccco2)nn1C(=O)c1ccc(Cl)cc1,?,4,2%,21%,-11%,-13%
COCC(=O)NC1CCCCCC1,-1%,8,-12%,21%,8%,5%
COc1ccc(-n2c(C)c3c(OC)cccc(=O)c3c2C)cc1,-1%,-38,4%,-23%,5%,-18%
O=C(O)c1cccc(NC(=S)NC(=O)c2ccc3ccccc3c2)c1,1%,39,66%[activator],14%,25µM*,-20%

Full records, quoted from the list. Screens in order: AmpC detergent | HCMV antiviral | AMA1 RON2 block | HCV inhibitor | Sm TGR block | FBPA Giardia inh
Entry for COc1ccc(-n2c(C)c3c(OC)cccc(=O)c3c2C)cc1 : -1% | -38 | 4% | -23% | 5% | -18%
Entry for NC(=O)c1cccc([N+](=O)[O-])c1 : 6% | -2 | -5% | 14% | 9% | nt

As entered above.
CCCC(=O)Nc1cccc(NC(=O)c2ccc3c(c2)OCO3)c1 in AMA1 RON2 block = 7%
CC(CC1C(C#N)=C(N)OC2=C1C(=O)CCC2)c1ccccc1 (configuration not stated) in Sm TGR block = 1.3µM*
Cc1oc(-c2cccc(Br)c2)nc1Cn1c(=O)cc(-c2ccccc2)c2c(C)nn(C)c21 in Sm TGR block = 2%

(more compounds)
Molecule,AmpC detergent,HCMV antiviral,AMA1 RON2 block,HCV inhibitor,Sm TGR block,FBPA Giardia inh
O=C(O)c1cc(NN=Nc2cccc(S(=O)(=O)O)c2)cc([N+](=O)[O-])c1,?,-21,-1%,15%,4%,6%
CC(C)Oc1ccc(CNC(=S)N/N=C/c2cccnc2)cc1,-10%,-7,83%[activator],?,4%,0%
CC(=O)c1ccc2c(c1)C1C=CCC1C(c1ccc(S(=O)(=O)N3CCOCC3)cc1)N2 (configuration not stated),-16%,-24,-7%,-40%,28µM*,-28%
CCCCN(CC)S(=O)(=O)c1ccc(C(=O)Nc2nnc(-c3ccccc3Cl)o2)cc1,-3%,nt,nt,nt,3%,?
CC(C)(C)c1[nH]nc2c1C(c1ccc(OC(=O)c3ccco3)cc1)C(C#N)=C(N)O2 (configuration not stated),-8%,2,-3%,3%,-27%,-17%
OCCC1CN(Cc2ccon2)CCN1CCc1ccccc1 (configuration not stated),5%,-25,-4%,-1%,4%,1%
Cc1cc(C)c(S(=O)(=O)n2cnc3ccccc32)c(C)c1,-9%,-39,-2%,-9%,-7%,-16%
CCOC(=O)N1CCN(C(=O)c2cc(OCC)c(OCC)c(OCC)c2)CC1,2%,-7,11%,4%,-11%,1%
Cc1ccc(C(=O)n2nc(-n3cccc3)c3c(C)cc(C)nc32)cc1,?,-5,-12%,-4%,7%,-4%
O=C(Nc1cccc(Br)c1)c1cc(S(=O)(=O)N2CCCCC2)c[nH]1,6%,49,nt,nt,6%,nt
Cc1cc(C)cc(NCc2cc(=O)oc3cc(-c4ccccc4)c(O)cc23)c1,?,?,16%,10%,-7%,-4%
COc1ccccc1CN(C)C(=O)c1cc(-c2cc(OC)c(OC)c(OC)c2)nc2ccccc12,-7%,-26,13%,?,-3%,0%
CCC(C(=O)NCCC(C)C)N(C(=O)Cn1nnc(-c2ccc(C)cc2)n1)c1cccc(O)c1 (configuration not stated),-8%,-27,nt,nt,11%,nt
CCC(=O)Nc1ccc(N2CCCCC2)c(C(=O)Nc2ccccc2C)c1,-2%,7,-1%,6%,6%,-26%
Cc1ccc(-n2nc3ccc(NC(=O)COc4ccccc4C)cc3n2)cc1,10%,56,nt,nt,0%,nt
CCC(=O)NCCc1nc(-c2ccccc2)no1,nt,2,1%,13%,nt,nt
Cc1cccc(NC(=O)CC2NCCNC2=O)c1 (configuration not stated),6%,-2,-18%,16%,-1%,9%
CCOc1cccc(N(C(=O)c2ccco2)C(C(=O)NC2CCCC2)c2cccnc2)c1 (configuration not stated),-10%,-27,-5%,11%,-17%,7%
CC(Oc1ccc(Cl)cc1)C(=O)N(C)CC(=O)Nc1ccc(N2CCOCC2)cc1 (configuration not stated),-4%,?,66%[activator],-27%,-27%,nt
CC(=O)Nc1ccc2c(c1)CN(c1cc(C)ccc1C)CO2,-7%,-33,-9%,-1%,2%,1%
CCOC(=O)/C(=N\Nc1ccc(Cl)cc1)c1csc(Nc2ccccc2)n1,-9%,32,-15%,?,-2%,-17%
CCC(=O)NC(c1cc(Cl)c2ccccc2c1O)C1CC1 (configuration not stated),1%,2,nt,nt,-20%,nt
COCC(C)NC(=S)NCCc1ccc(Cl)cc1Cl (configuration not stated),?,?,5%,?,6%,-3%
O=C(c1cccc(S(=O)(=O)N2CCCCC2)c1)N1CCN(S(=O)(=O)c2ccc(F)cc2)CC1,1%,-11,1%,-25%,3%,5%
Fc1ccc(CN2CCCCCCC2)cc1,2%,6,11%,3%,-5%,-27%
Cc1nc(SCC(=O)Nc2ccccc2Cl)c2c(C)c(C)sc2n1,-14%,?,122%[activator],7%,-9%,nt
O=C(CCCc1nc2ccccc2s1)N1CCN(c2ccccc2F)CC1,-5%,?,-1%,1%,-19%,7%
COc1ccc(OCc2cc(C(=O)NC3CCc4ccccc43)no2)c(Cl)c1 (configuration not stated),-6%,-5,5%,2%,-11%,nt
O=C(CSc1n[nH]c(=O)n1Cc1ccco1)c1ccc(F)cc1,10%,?,6%,-4%,-5%,6%
CCn1c(SCC(=O)Nc2sc3c(c2C(N)=O)CCC(C)C3)nnc1-c1ccco1 (configuration not stated),?,3,20%,-6%,?,?
C[C@H](NC(=O)c1nc[nH]c1C(=O)NCCCCCNC(=O)OC(C)(C)C)C(=O)OC(C)(C)C,-2%,?,66%[activator],11µM*,0%,17%
O=C(Nc1ccccn1)c1ccc2ccccc2n1,-10%,219,10%,-28%,0%,1%[12.9 µM]
CCN(CC)c1ccc2c(Cl)c(Br)c(=O)oc2c1,-10%,nt,98%[activator],?,?,2%
CC(C)=CC(=O)N1CCC(N2CCC(C(=O)N3CCOCC3)CC2)CC1,11%,-28,-5%,16%,-11%,0%
CC(C)[C@H](NC(=O)c1ccccc1F)C(=O)NC1CCCCCCC1,nt,5,-18%,6%,nt,nt

High-throughput results from PubChem.
